Screening data as filed in PubChem BioAssay.
hcDAF-12 act: H. contortus DAF-12 activation, primary screen; activation, % at 6.8 µM; AID 652067; 370,000 tested, 1.4% active; HEK293 hcDAF-12 lit1-tk-luc reporter, luminescence; 0% DMSO, 100% Δ7-dafachronic acid;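 active = activation above the mean of all tested compounds plus 3 SD, cut at about 5.5% in these data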;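 note: 100% = response to 3 µM Δ7-dafachronic acid high control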
ADAM17 inh: inhibitors of human ADAM17; 370,000 tested, 0.83% active; inhibition, % at 6.95 µM; recombinant ADAM17, EDANS/DABCYL FRET peptide cleavage;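 active = inhibition above the mean of compounds lying between control limits plus 3 SD, set per campaign, cut at about 8.5% in these data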;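 note: 0% = DMSO-only wells as the low control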
Target sequence (P78536 215-824 limits assumed): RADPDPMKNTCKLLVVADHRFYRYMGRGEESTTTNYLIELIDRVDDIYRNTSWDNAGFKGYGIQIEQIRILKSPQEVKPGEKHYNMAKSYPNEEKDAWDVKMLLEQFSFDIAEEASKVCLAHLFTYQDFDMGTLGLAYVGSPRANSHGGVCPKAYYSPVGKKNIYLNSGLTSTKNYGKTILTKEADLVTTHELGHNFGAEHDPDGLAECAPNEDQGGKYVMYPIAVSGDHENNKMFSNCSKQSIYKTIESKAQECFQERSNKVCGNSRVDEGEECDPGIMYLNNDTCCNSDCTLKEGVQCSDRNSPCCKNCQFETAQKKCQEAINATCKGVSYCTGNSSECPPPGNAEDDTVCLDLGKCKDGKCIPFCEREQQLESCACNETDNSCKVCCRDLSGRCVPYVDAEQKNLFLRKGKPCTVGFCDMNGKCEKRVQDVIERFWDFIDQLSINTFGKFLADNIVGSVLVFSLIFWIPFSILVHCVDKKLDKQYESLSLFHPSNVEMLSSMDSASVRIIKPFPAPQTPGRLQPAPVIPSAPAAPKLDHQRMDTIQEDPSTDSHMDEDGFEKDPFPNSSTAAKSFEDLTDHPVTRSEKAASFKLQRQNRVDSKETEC
SMARCA2 activ: increases SMARCA2 function in MMTV reporter cells. MG213 cells, MMTV-luciferase reporter, dexamethasone, overnight. AID 652017. 370,000 tested, 1% active. activation, % at 9.1 µM; in the data active = activation above about 7.8%;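 note: 0% = vehicle wells and 100% = reference activator wells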
NR1D1 modulator: Rev-erb alpha (human) modulation | P20393 | Rev-erbα–FITC-DNA binding, fluorescence polarization, 90 min | activity, % at 10 µM | 370,000 tested, 0.79% active | AID 1259318;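 active = activity above about 14%, limit read from the data; passing the limit was not always enough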;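 note: 0% = DMSO wells with 35 nM protein and 100% = DMSO wells with 750 nM protein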
ssDAF-12 act: activators of S. stercoralis DAF-12 nuclear receptor. HEK293 ssDAF-12/GRIP1 lit1-tk-luc reporter, luminescence; % of 3 µM dafachronic acid response. activation, % at 6.8 µM. 370,000 tested, 1% active;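 active = activation above the mean over all tested compounds plus 3 SD, cut at about 0.9% in these data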;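 note: 0% = DMSO-only wells and 100% = 3 µM delta7-dafachronic acid wells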
hgDAF-12 ag: activates the H. glycines DAF-12 receptor ligand-binding domain; HEK293 GAL4-hgDAF12 UAS-luciferase reporter, agonist luminescence; normalized to butyrate control; activation, % at 6.8 µM; 370,000 tested, 1.8% active;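 active = activation above a cutoff set at the mean of all screened compounds plus 3 SD, cut at about 10% in these data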;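 note: 0% = DMSO wells and 100% = sodium butyrate wells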
DAX1 inh-1: blocks DAX1 repression of SF-1 activated StAR promoter | inhibition, % at 6.8 µM | HEK293T StAR-luciferase reporter, SF-1/DAX-1 repression relief | AID 652010 | 370,000 tested, 1.1% active;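 active = inhibition above the mean over all tested compounds plus 3 SD, cut at about 3.6% in these data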;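 note: 0% = DAX-1 cells with DMSO and 100% = cells lacking DAX-1 with DMSO; higher inhibition means more luminescence from relief of DAX-1 repression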
PLC-gamma1 inh: inhibitors of human phospholipase C gamma1; P19174; purified PLC-gamma1, fluorogenic substrate, fluorescence; inhibition, % at 12.2 µM; 370,000 tested, 0.84% active; AID 720700; in the data active = inhibition above about 9.5%
MBD2 DNA inh: blocks human MBD2 binding to methylated DNA; TR-FRET, MBD2 binding to methylated oligonucleotide; AID 686964; inhibition, % at 4.4 µM; 370,000 tested, 0.31% active; in the data active = inhibition above about 13%
Target sequence (Q9UBB5 whole entry, looked up): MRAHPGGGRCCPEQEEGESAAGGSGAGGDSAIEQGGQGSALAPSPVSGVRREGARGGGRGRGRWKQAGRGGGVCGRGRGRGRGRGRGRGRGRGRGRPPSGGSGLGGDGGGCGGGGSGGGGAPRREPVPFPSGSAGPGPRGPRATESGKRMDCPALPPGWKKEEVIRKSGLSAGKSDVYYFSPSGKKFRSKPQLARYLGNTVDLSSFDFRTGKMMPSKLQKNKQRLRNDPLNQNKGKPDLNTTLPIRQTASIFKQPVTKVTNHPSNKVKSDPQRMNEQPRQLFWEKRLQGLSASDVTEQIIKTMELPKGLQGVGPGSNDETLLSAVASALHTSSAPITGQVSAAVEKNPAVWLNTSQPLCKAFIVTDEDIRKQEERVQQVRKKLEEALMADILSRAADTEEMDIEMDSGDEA
DAX1 inh-2: inhibits human nuclear receptor DAX1. P51843. HEK293 Gal4-DAX1 luciferase reporter, luminescence. inhibition, % at 6.75 µM. 340,000 tested, 0.99% active. AID 504766;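 active = inhibition above the mean over all tested compounds plus 3 SD, cut at about 4.2% in these data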;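 note: 0% = DAX1-transfected cells with DMSO and 100% = empty-vector control cells with DMSO; inhibition shows as a rise in luminescence from relieved DAX1 repression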
PLCb3 inh: inhibitors of human phospholipase C beta3 | AID 720704 | inhibition, % at 12.2 µM | 370,000 tested, 0.18% active | Q01970 | Purified PLC-beta3, fluorogenic substrate, fluorescence; in the data active = inhibition above about 11%;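 note: 0% = median of compound wells on plate and 100% = full blocker control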
Numbers without * were called inactive; i = inactive; x = not tested or not shown.

Order of results – ssDAF-12 act	ADAM17 inh	hgDAF-12 ag	PLCb3 inh	DAX1 inh-1	MBD2 DNA inh	PLC-gamma1 inh	hcDAF-12 act	NR1D1 modulator	DAX1 inh-2	SMARCA2 activ
1	COc1ccc(C(=O)OCC(=O)Nc2cc(S(=O)(=O)N3CCOCC3)ccc2N2CCCC2)cc1
  -1.4	-6	4.4	-8	-0.6	2	-3	0.2	-5	3.6	-6
2	Cc1nc(-c2cccc(C(F)(F)F)c2)sc1C(=O)O
  -1.0	0	6.3	-4	0.9	0	-3	2.1	6	0.9	1
3	CC(Sc1nnnn1-c1ccccc1)C(=O)Nc1ccc(N2CCN(C)CC2)cc1 (stereo unspecified)
  -1.1	-4	2.2	-4	-2.0	4	-1	-1.5	-7	0.2	-3
4	COc1cc2c(C)nc(C)c(C#N)c2cc1OC
  -1.3	-8	0.1	-6	0.4	1	-4	-1.4	5	-1.1	-1
5	Cc1ccc(C)c(NC(=O)c2cc(S(=O)(=O)N3CCCCC3)c[nH]2)c1
  -0.8	-3	-3.7	3	-0.6	5	1	-1.8	-5	0.3	-3
6	CCc1ccc(C(=O)Nc2cc(S(=O)(=O)N3CCOCC3)ccc2N2CCOCC2)cc1
  -1.6	9.1*	0.5	-2	2.0	-5	6	-0.6	4	0.1	-4
7	Cc1nc(-c2ccc(F)cc2)c(CC(=O)N(C)CC(=O)Nc2cccc(F)c2)s1
  -1.0	-4	1.2	4	-0.6	-5	-1	-1.9	-7	0.5	-3
8	O=C(NCC(c1cccs1)N1CCOCC1)C1CCN(S(=O)(=O)c2cccc(C(F)(F)F)c2)CC1 (stereo unspecified)
  -0.5	-4	1.5	2	0.1	-1	-1	-1.6	-4	-0.7	-2
9	CCN(CC)c1ccc(NC(=O)CSc2nc3ccccc3c(=O)[nH]2)cc1
  -1.2	2	-3.6	2	-0.4	-7	-1	0.3	1	-0.6	0
10	N#CC1=C(SCC(=O)Nc2nccs2)NC(=O)CC1c1ccccc1 (stereo unspecified)
  -0.8	-3	0.1	-3	-0.2	0	-1	2.5	-4	0.5	-2
11	OCCC1CN(Cc2ccccc2-c2ccco2)CCN1Cc1ccccc1 (stereo unspecified)
  -0.2	6	0.9	-7	-0.1	1	-3	0.2	-5	-0.5	-3
12	COc1ccc(CCNC(=O)c2cc(S(=O)(=O)N(C)c3ccccc3)ccc2Cl)cc1
  -2.1	-1	-3.4	-2	-1.5	1	0	-3.7	7	-1.8	1
13	CCN(CC(=O)NCc1ccc(Cl)cc1)C(=O)c1oc2ccccc2c1C
  -0.4	-3	-0.2	-11	-0.6	-2	3	0.8	0	-1.2	-2
14	O=C1SC(SCc2ccccc2)=N/C1=C\c1ccco1
  -0.7	-2	-1.2	-16	-0.5	9	-9	2.0	2	1.7	-1
15	CCOC(=O)CCN(c1ccccc1)S(=O)(=O)c1ccc(-c2ccc(=O)[nH]n2)s1
  -1.3	-3	0.1	-2	-1.4	0	0	-0.4	0	0.4	0
16	Cc1ccc(NCc2ccccc2O)c(C)c1
  -1.3	-2	7.3	-1	0.0	2	0	-0.9	-3	0.7	1
17	CCCN(C1CCS(=O)(=O)C1)S(=O)(=O)c1cc(OC)ccc1OC (stereo unspecified)
  -1.9	-7	-0.7	-5	-0.3	-1	1	-0.8	-2	-0.1	-2
18	COc1ccc(NC(=O)CSc2nnc3ccc(-c4cccnc4)nn23)c(OC)c1
  0.1	-3	3.5	0	-3.9	-4	0	-0.6	-4	0.3	-1
19	COc1ncc(-c2ccc3c(c2)S(=O)(=O)c2cccc(C(=O)O)c2C3=O)cn1
  -1.6	-1	-1.3	-5	0.3	3	-3	-1.5	2	0.5	0
20	COc1ccccc1C(=O)NC(=S)/C=C1/N(C)c2ccccc2C1(C)C
  -1.8	6	-4.1	-4	-1.8	-2	-5	-3.4	9	-0.3	-2
21	CC(=O)Nc1ccc(S(=O)(=O)Nc2ccc(N3CCOCC3)cc2)cc1
  -1.0	-4	-1.5	3	-0.2	1	0	0.8	3	0.9	1
22	COc1ccc(N(C(=O)c2ccc(Br)o2)C2C=CS(=O)(=O)C2)cc1 (stereo unspecified)
  -1.6	-3	-0.4	-4	0.1	4	1	0.0	-3	1.4	-3
23	CCC(c1ccc(NC(=O)OC(C)(C)C)cc1)c1cc(OC)cc(OC)c1 (stereo unspecified)
  -1.9	4	-1.9	0	-0.1	-5	2	-1.6	-3	x	-3
24	CN1CCN(C(=O)c2cccc(-c3cc(O)c4ncccc4c3)c2)CC1
  -0.6	2	1.8	-16	-0.1	3	-11	0.0	-4	0.1	-1
25	CCCC1OC(c2cc3c(cc2Cl)OCO3)OCC1CC (stereo unspecified)
  -1.2	-1	0.1	5	-0.5	5	0	1.0	-3	0.4	-2
26	CCOC(=O)/C(C#N)=C/c1c(N2CCN(Cc3ccc4c(c3)OCO4)CC2)nc2c(C)cccn2c1=O
  -0.5	-3	0.4	-10	-0.3	-1	0	1.4	6	x	-2
27	Cc1nn(-c2ccccn2)c(N)c1N=O
  -1.3	-4	-0.1	-6	0.1	-13	5	-0.8	-1	1.3	-1
28	CCN=C1SC(C(N)=O)CC(=O)N1CC (stereo unspecified)
  -1.3	-5	0.9	-4	0.2	5	-3	-0.7	-6	-1.8	-3
29	Cc1cc(C)cc(-n2nnnc2SCC(=O)Nc2nc(-c3ccc(F)cc3)cs2)c1
  -0.9	2	2.1	2	-0.1	-4	1	-0.5	-2	-0.7	1
30	COc1ccc(CCN(C)C2CCCN(S(=O)(=O)c3ccccc3F)C2)cc1OC (stereo unspecified)
  -0.6	3	-0.1	-7	-0.3	1	4	3.5	3	-1.7	-1
31	O=C(NCCN1CCC(n2c(=O)[nH]c3ccccc32)CC1)c1ccc(F)c(C(F)(F)F)c1
  -0.8	0	-0.8	6	-0.4	1	2	-1.2	2	x	-5
32	NCC(c1ccc(Cl)cc1Cl)c1c[nH]c2ccccc12 (stereo unspecified)
  0.6	-3	-2.0	-3	-0.2	0	4	2.6	-1	-0.5	-2
33	Cc1nnc(SCC(=O)Nc2nccs2)s1
  -1.0	-5	0.9	-2	0.6	4	1	2.0	1	-1.4	-4
34	COC(=O)CNc1cccc(C(F)(F)F)c1
  -1.8	-4	4.2	-3	-0.5	3	3	-0.2	-3	0.8	-2
35	OC1(c2ccccc2F)CCN(Cc2nnc(-c3ccccc3)o2)CC1
  -1.0	-4	6.8	-5	0.9	-6	-3	-2.3	6	-0.2	-3
36	NC1=NC(=O)C2(COC(c3ccncc3)OC2)S1 (stereo unspecified)
  -0.8	2	4.1	-1	-0.5	2	4	0.7	-8	-0.5	0
37	N#CCC(=O)Nn1c(=S)[nH]c2ccccc2c1=O
  -1.3	-5	-0.1	-11	0.6	-8	-6	1.4	4	-0.2	-2
38	CCOc1cc(/C=C2/C(=N)N3C(=NC2=O)SN=C3S(=O)(=O)CC)ccc1OC(=O)c1ccco1
  -1.0	-13	-0.6	-23	-0.6	3	-8	-1.6	10	-1.3	-1
39	Cc1cccc(Cn2c(-c3ccc[nH]c3=O)nc3ccccc32)c1
  -1.3	-290	-0.2	-327	-0.4	-2	-242	-1.8	-3	0.2	-1
40	CC(NC(=O)C1CC1)c1ccc(-c2ccccc2)cc1 (stereo unspecified)
  -1.5	-2	-1.3	2	0.3	3	4	-1.6	2	-0.2	-4
41	Cc1cccc(C(=O)Nc2nccs2)c1[N+](=O)[O-]
  -1.0	0	0.2	0	-0.5	-1	-1	-1.7	-3	-0.4	-1
42	Cc1ccc2c(Cl)c(C)c(N3CCCC3)nc2n1
  -1.1	0	-0.3	-13	-0.4	0	-10	-4.0	-2	-1.6	-1
43	CCCn1nc(C(=O)OCC(=O)c2ccc3c(c2)NC(=O)CO3)c2ccccc2c1=O
  -0.4	-2	0.6	-4	-0.4	-2	1	0.3	7	-0.4	-2
44	Cc1ccc2nc(C3CCN(CC(=O)N4CCCCCC4)CC3)[nH]c2c1
  -1.6	0	1.5	-27	-0.2	0	-19	-0.4	3	-0.7	-4
45	CN(c1ccccc1)S(=O)(=O)c1ccc(C(=O)OCC(=O)NCc2ccco2)cc1
  -0.8	-3	-0.6	-4	-0.2	6	8	-0.5	-4	0.0	1
46	CN(CCc1cnn(C)c1)C(=O)C1CCC(=O)N(CC2CCCCC2)C1 (stereo unspecified)
  -1.0	-1	-2.0	-4	-0.8	2	1	-2.3	-4	1.4	-1
47	CCOc1ccc(C(C(=O)NCC2CCCO2)N(Cc2cccnc2)C(=O)c2snc(C(N)=O)c2N)cc1 (stereo unspecified)
  -0.7	-64	0.5	-68	0.2	-2	-49	-1.6	5	-0.5	0
48	Cc1ccccc1-n1nc(C(=O)O)c(C)c(C#N)c1=O
  -1.0	-9	0.5	-68	-0.4	5	-60	0.1	5	2.4	3
49	CCOc1cc(N2CCOCC2)c(OCC)cc1NC(=O)C(NC(=O)c1ccco1)C(C)C (stereo unspecified)
  -0.9	-7	-0.6	2	-0.2	0	1	-1.8	-1	0.2	0
50	C=CCn1c(COc2ccc(F)cc2)nnc1SCC(=O)NC1CCCC1
  -1.3	-2	1.1	4	0.0	3	0	-0.6	7	-0.8	-2
51	CCCN(CCC)c1nc(Cl)nc(NCCN2CCOCC2)n1
  -1.6	-5	-0.5	-4	-0.3	7	1	-0.2	5	-1.3	-2
52	CN(C)C(=O)c1c2c(nc3ccccc13)-c1ccccc1CC2
  0.2	-31	0.0	-5	-0.1	-6	-3	-0.5	-1	0.9	0
53	O=[N+]([O-])c1ccc(/C=N/n2c(-c3cccnc3)n[nH]c2=S)cc1
  -1.2	3	1.1	7	-0.4	0	2	-1.4	0	-0.1	5
54	O=C(CN1CCOCC1)Nc1ccccc1Cl
  -1.3	0	1.5	2	0.0	6	2	-2.1	7	0.0	2
55	Cc1cccc(NC(=O)c2ccc(S(=O)(=O)N3CC(C)OC(C)C3)cc2)n1 (stereo unspecified)
  -1.0	-1	-1.7	-12	-5.0	2	0	-3.1	2	-2.7	-2
56	Brc1c(CSc2nc3ccccc3o2)nc2ncccn12
  -0.6	-268	6.4	i	1.5	1	-477	0.1	3	0.1	-1
57	CCCCOc1ccc(C(=O)N2CCCC2)cc1
  -0.5	-4	2.3	2	0.5	1	1	0.9	4	1.6	1
58	O=C(NC(=S)NC1CCCC1)c1ccccc1Br
  -1.4	0	-3.6	0	-0.6	3	2	0.1	2	-0.7	-2
59	COc1ccc(-n2cnc3cc(NS(=O)(=O)c4ccccc4)ccc32)cc1
  -2.0	2	0.9	1	0.6	0	3	-3.7	9	-1.0	6
60	COc1ccc(C2CC(c3cccc(C)c3)n3ncnc3N2)cc1 (stereo unspecified)
  -1.0	-13	0.3	-123	-0.5	3	-92	-0.8	-1	1.1	-1
61	CC1(C(=O)NS(=O)(=O)c2ccc(C#N)cc2)CCN1C(=O)Cc1ccsc1 (stereo unspecified)
  -1.0	-4	-0.8	1	0.2	4	-4	2.0	-7	x	3
62	CCc1nc2ccc(C(=O)NCc3ccc4c(c3)OCO4)cn2c1N(C)Cc1cccs1
  -1.2	2	-0.3	-20	-0.7	-1	-13	-0.6	-2	x	-2
